Source: PubChem BioAssay (National Center for Advancing Translational Sciences (NCATS))
S3 lipid droplet – qHTS Assay for Lipid Storage Modulators in Drosophila S3 Cells. lipid storage change, negative = inhibition, % at the top dose, mostly 46.1 µM; hits show Potency in µM. AID 2685, 2010. Drosophila S3 cells, BODIPY lipid droplet fluorescence, 18-24 h; cells fed with added oleic acid. 320,000 compounds, 0.64% hits; active means well fitted inhibition curve with a large enough effect in the signal ratio, with a control signal flat, not every such curve was filed as active; inconclusive means small, poorly fitted or top-dose-only effect, or effect the other way, or a change in a side signal; the % refers to the signal ratio
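Laser-scanning cytometry quantifies lipid droplet accumulation (500–530 nm total intensity; droplet/cell object ratio) in oleic acid-fed (400 uM added) Drosophila S3 cells treated with a concentration series. 20 uM Triacsin C defined 100% inhibition.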
S3 lipid droplet cell count max – recorded beside S3 lipid droplet, whose call it bears; cell number change, %; measured here: cell count max response;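 cells counted by Cell Tracker Red CMTPX staining in the red channel; peak over a dose series mostly up to 46.1 µM; percent activity relative to internal control wells on each plate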
* hit, by the source's call; i = inactive; ? = inconclusive; nt = not tested or not shown. On the % scale 0 is the no-effect control and ±100 the full control effect; potency means the concentration at half of the fitted maximal effect. Some of the compounds tested; count on the stated rates, not on these rows.

S3 lipid droplet,S3 lipid droplet cell count max,structure
i,nt,CN(CC(=O)Nc1ccccc1Cl)C(=O)c1cc(-c2cccs2)nn1-c1ccccc1
?,nt,COC(=O)Cn1nc(-c2ccccc2)c2cc(Cl)ccc21
?,nt,CCOc1ncccc1C(=O)OCC(=O)c1ccc[nH]1
i,-3.7,CCCS(=O)(=O)N1CCCC(C(=O)c2ccccc2OC)C1 (stereo unspecified)
0.5%,11.4,CSC1=NCCN1C(=O)Cc1ccc(F)cc1
?,nt,O=C(OCc1nnc(-c2ccccc2)o1)C1CC(=O)N(c2ccccc2)C1 (stereo unspecified)
-0.7%,-3.6,CC(C)c1ccc2[nH]c3c(c2c1)[C@@H]1CCN2C(=O)CCC[C@H](C3)[C@H]12
?,nt,O=C(CCn1c(=O)oc2cc(Cl)ccc21)Nc1ccc(N2CCOCC2)cc1
i,nt,CC(=O)N1c2c(cc(Br)cc2S(=O)(=O)N2CCOCC2)CC1C (stereo unspecified)
?,nt,CCC(C)N(C(=O)COC(=O)c1[nH]c(C)c(C(C)=O)c1C)C1CCS(=O)(=O)C1 (stereo unspecified)
?,nt,COc1cccc(-c2ccc(-c3noc(-c4cccs4)n3)c(OC)n2)c1
-1.4%,-13.4,O=c1[nH]c(CN2CCN(c3ccccc3O)CC2)nc2ccccc12
-2.8%,nt,O=C(c1cc2ccccc2oc1=O)N(Cc1ccccc1)C1CCS(=O)(=O)C1 (stereo unspecified)
5.5%,5.4,O=C(/C=C/c1cccc([N+](=O)[O-])c1)Nc1ccc(NC(=O)c2cccs2)cc1
5.7%,9.0,COc1ccccc1C(=O)NC(=O)COC(=O)C1(C)CC1(Cl)Cl (stereo unspecified)
?,nt,O=C(CCc1nnc2ccc(NCc3ccco3)nn12)Nc1ccccn1
?,nt,CC(C)CNC(=O)[C@H](Cc1ccccc1)NC(=O)c1cccs1
-1.7%,9.6,COc1cc(C)ccc1OCc1cc(C(=O)N(C)CCCN2CCOCC2)no1
i,5.6,O=C(CC1SC(N2CCCC2)=NC1=O)Nc1ccc(C(=O)NCCc2ccc(F)cc2)cc1 (stereo unspecified)
?,nt,Cc1cc(S(=O)(=O)N2CCCC2C(=O)N2CCOCC2)c(C)cc1Cl (stereo unspecified)
?,nt,CN(CCc1ccccc1)C(=O)c1cc(COc2cccc(C(F)(F)F)c2)on1
?,nt,CC1CN(S(=O)(=O)c2cccc(C(=O)Nc3ccccc3N3CCCC3)c2)CC(C)O1 (stereo unspecified)
?,nt,COc1cc(NC(=O)CN2CCCCCC2)cc(OC)c1
?,nt,Cc1cc(C)nc(N(C#N)Cc2cccc3ccccc23)n1
?,nt,Cc1ccccc1Nc1nnc(C)c(=O)[nH]1

Next section (3 carried over from the part before).
S3 lipid droplet,S3 lipid droplet cell count max,structure
?,nt,COc1cc(NC(=O)CN2CCCCCC2)cc(OC)c1
?,nt,Cc1cc(C)nc(N(C#N)Cc2cccc3ccccc23)n1
?,nt,Cc1ccccc1Nc1nnc(C)c(=O)[nH]1
4.9%,1.2,O=C(CNS(=O)(=O)c1ccccc1)NCC(=O)OCc1ccc(Br)cc1
7.7%,-18.3,CC(=O)Nc1ccc(S(=O)(=O)NCCc2csc(C)n2)cc1
-1.8%,17.1,O=C(CCCn1c(SCC(=O)NCCc2ccccc2)nc2ccccc2c1=O)NCC1CCCO1 (stereo unspecified)
?,nt,C=CCSc1nnc2c(n1)[nH]c1c(C)cccc12
?,nt,COc1ccccc1-n1c(SCC(=O)N2CCc3ccccc32)nc2c(c1=O)SCC2
?,nt,CCn1nc(C(=O)N[C@@H](CCSC)c2nc3ccccc3[nH]2)c2ccccc2c1=O
17.4%,nt,Cc1cccc(C(=O)NNC(=O)c2csc(N3CCOCC3)n2)c1C
-15.8%,13.3,CSc1ccc(CN(C)C(=O)CSCC(=O)Nc2cc(C)on2)cc1
14.0%,-12.4,c1ccc(C2c3c(ccc4ccccc34)Oc3ncn4nc(-c5ccco5)nc4c32)cc1 (stereo unspecified)
?,nt,CCOc1ccc(NC(=O)CS(=O)CC(=O)NC2CCCc3ccccc32)cc1 (stereo unspecified)
2.8%,nt,CC1=NNC(=O)C1CCC(=O)N/N=C\c1cccc(Cl)c1 (stereo unspecified)
-5.4%,9.5,Cc1cc(=O)oc(C)c1C(=O)NNC(=O)C1(C)CC1Br (stereo unspecified)
4.2%,4.0,COc1ccccc1C(=O)NC(=S)Nc1cc(C(=O)O)ccc1C
5.0%,-1.4,COc1ccc(Cl)cc1NC(=S)NN1CCOCC1
i,-24.6,Cc1ccc(CN(C(=O)c2cc3ccccc3oc2=O)C2CCS(=O)(=O)C2)cc1 (stereo unspecified)
i,nt,COc1ccccc1NC(=O)CN1CCN(Cc2ccccc2)CC1
0.651µM*,20.3*,C[C@H](NC(=O)c1nc[nH]c1C(=O)N(C)Cc1ccccc1)C(=O)OC(C)(C)C
1.0%,-5.7,Cc1cc2c(cc1[N+](=O)[O-])NC(CNC(C)C)CC2 (stereo unspecified)
10.7%,-6.7,CCOC(=O)C1CCCN(C(=O)/C=C/c2ccc([N+](=O)[O-])cc2)C1 (stereo unspecified)
-27.4%,-6.8,CCOC(=O)c1ccc(NC(=O)COc2ccc(S(=O)(=O)NC(C)CC)cc2)cc1 (stereo unspecified)
?,nt,Cn1cnnc1SCc1ccc(C(=O)N=Nc2c(O)n(Cc3ccc(Cl)cc3)c3ccccc23)cc1
?,nt,COc1ccc(-c2nc(CS(=O)CC(=O)NC3CCCc4ccccc43)c(C)o2)cc1OC (stereo unspecified)
13.8%,-12.0,Cc1ccc(NC(=O)C2Cc3ccccc3O/C2=N\O)cc1C (stereo unspecified)
11.3%,-18.6,C=C(C)Cn1c(SCC(=O)NCc2ccco2)nc2sc3c(c2c1=O)CCC3
?,nt,COc1ccc(C(=O)c2cc([N+](=O)[O-])ccc2N2CCOCC2)cc1

Exported field by field: 2 of the compounds above.
SMILES: COc1ccc(Cl)cc1NC(=S)NN1CCOCC1
  S3 lipid droplet = 5.0%
  S3 lipid droplet cell count max = -1.4

SMILES: Cc1ccc(CN(C(=O)c2cc3ccccc3oc2=O)C2CCS(=O)(=O)C2)cc1 (stereo unspecified)
  S3 lipid droplet = i
  S3 lipid droplet cell count max = -24.6

Some of the entries above, set out differently.
Results follow in this order: S3 lipid droplet	S3 lipid droplet cell count max
COc1cc(NC(=O)CN2CCCCCC2)cc(OC)c1
  ?	nt
CN(CCc1ccccc1)C(=O)c1cc(COc2cccc(C(F)(F)F)c2)on1
  ?	nt
COc1cc(C)ccc1OCc1cc(C(=O)N(C)CCCN2CCOCC2)no1
  -1.7%	9.6
COc1ccccc1C(=O)NC(=O)COC(=O)C1(C)CC1(Cl)Cl (stereo unspecified)
  5.7%	9.0
O=C(c1cc2ccccc2oc1=O)N(Cc1ccccc1)C1CCS(=O)(=O)C1 (stereo unspecified)
  -2.8%	nt

The listing continues.
S3 lipid droplet,S3 lipid droplet cell count max,structure
9.5%,-5.5,COc1ccc2c(c1)CCC/C2=N\Nc1nc(C(=O)NN)cs1
-5.0%,5.6,Cc1c(N(C(=O)c2ccccn2)C2(C(=O)NC3CCCCC3)CCCCC2)c(=O)n(-c2ccccc2)n1C
1.9%,6.8,CC(CCc1ccccc1)NC(=S)NC(=O)c1ccco1 (stereo unspecified)
17.4%,6.7,CCOC(=O)/C(C#N)=C/C1=C(N2CCOCC2)C(C)(C)OCC1
?,nt,Cc1ccc(S(=O)(=O)N2CCN(c3ncnc4sccc34)CC2)cc1C
?,nt,COc1ccc(C(=O)OCC[N+]2(C)CCCCC2)cc1
i,-10.7,Cc1ccc(S(=O)(=O)CC(N)=O)cc1
-19.0%,18.2,O=C1COc2ccc(C(=O)CSc3nc4ccccc4c(=O)n3-c3ccc(Cl)c(Cl)c3)cc2N1
-4.4%,-0.4,COC(=O)/C(NC(C)=O)=C(\C)c1ccc(Cl)cc1
-1.8%,-12.7,CC(NC(=O)c1ccc(OC2CCN(S(=O)(=O)N(C)C)CC2)cc1)C1CC1 (stereo unspecified)
?,nt,O=C(CN1CCOCC1)Nc1nc2ccc(Cl)cc2s1
?,nt,COc1ccc(C(=O)CNc2ccccc2CO)cc1
i,nt,Cc1ccc(NC(=O)Cn2ccc([N+](=O)[O-])n2)cc1C
?,nt,COc1ccc(C(=O)COC(=O)CCCN=C2NS(=O)(=O)c3ccccc32)c(OC)c1
i,-2.9,CCn1c(=O)c2ccccc2n(Cc2ccccc2C)c1=O
6.3%,7.7,CC(=O)c1c(C)nc(-c2cccc([N+](=O)[O-])c2)n1O
-6.0%,-10.1,C=CCN(c1ccccc1)S(=O)(=O)c1cccc(C(=O)Nc2ccc(N3CCOCC3)cc2)c1
-2.6%,-8.0,CCN(CC)CCNC(=O)C(=O)Nc1cc2c3c(c1)CC(=O)N3CCC2
?,nt,CCOc1cc(/C=C2/C(=N)N3C=CSC3=NC2=O)ccc1OCCCOc1ccccc1C
10.5%,8.5,NS(=O)(=O)c1ccc(NC(=O)CN2CCCN(S(=O)(=O)c3ccc(F)cc3)CC2)cc1
6.1%,-6.2,Nc1nnn(CC(=O)N/N=C/c2cccc3ccccc23)n1
?,nt,NC(=O)C1(N2CCCCC2)CCN(C(=O)NC23CC4CC(CC(C4)C2)C3)CC1
?,nt,N#Cc1c(-c2cccc(Br)c2)cc(-c2ccco2)[nH]c1=O
7.3%,-6.2,COc1ccc2c(c1)CCc1cn[nH]c1-2
9.4%,19.8,Cc1cccc(Cn2ccc(-c3ccc(Cl)cc3)c(C#N)c2=O)c1
?,nt,CCOc1cccc(/C=N/NC(=O)c2ccc3c(c2)OCCO3)c1O
?,nt,COc1ccc(N2C(=O)C3CCCN3C2c2ccc(Cl)cc2)cc1 (stereo unspecified)
-16.4%,-9.7,O=C(O)[C@@H]1CSC2c3ccccc3C(=O)N21 (stereo partly specified)
?,nt,CCOC(=O)c1c(NC(=O)C(C)Sc2cn(C)c3ccccc23)sc2c1CCC2 (stereo unspecified)
?,nt,NS(=O)(=O)c1ccc(CCn2c(=S)[nH]c3ccc(F)cc3c2=O)cc1
i,33.4,Cc1ccc[n+](CC(=O)Nc2cccc(Cl)c2)c1
?,nt,NC(=O)C1(N2CCCCC2)CCN(C(=S)Nc2ccc(S(N)(=O)=O)cc2)CC1
?,nt,CC(OC(=O)c1ccc(NS(=O)(=O)c2ccc3[nH]c(=O)[nH]c3c2)cc1)C(N)=O (stereo unspecified)
?,nt,C=CCOC(=O)COc1ccc2c(C)c(CC)c(=O)oc2c1
-4.8%,3.4,CN(C)S(=O)(=O)c1ccc(C(=O)NC2CCCc3ccccc32)cc1 (stereo unspecified)
?,nt,COc1ccc(-c2nc(SCC(=O)NCc3ccco3)c(-c3ccccc3)[nH]2)cc1OC
?,nt,COC1CCN(C(=O)c2cc(COc3ccc(-n4cncn4)cc3)on2)CC1
i,-18.3,O=C(Nc1ccccc1)/C(=C\c1ccc(F)cc1)NC(=O)c1ccco1

Another view of 2 compounds above:
mol | S3 lipid droplet | S3 lipid droplet cell count max
COC(=O)/C(NC(C)=O)=C(\C)c1ccc(Cl)cc1 | -4.4% | -0.4
CC(NC(=O)c1ccc(OC2CCN(S(=O)(=O)N(C)C)CC2)cc1)C1CC1 (stereo unspecified) | -1.8% | -12.7
